TEAD-YAP inh = TEAD-YAP interaction inhibition, primary screen, TEAD-YAP interaction inhibitor project, luminescence, HEK-TIYL cells. inhibition, % at 9.12 µM. TEAD-Gal4/YAP UAS-luciferase luminescence. actives 1.4% (n = 640,000); in the data active = inhibition above about 32%;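 note: 0% = median of test compound wells and 100% = reference inhibitor wells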
FBW7 activator = FBW7 E3 ligase activators, primary screen, biochemical, AlphaScreen, human. AlphaScreen FBW7–phospho-cyclin E peptide binding, activator screen. normalized activity (activation), % at 26.1 µM. actives 0.13% (n = 650,000); in the data active = normalized activity above about 1.9%;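 note: purified mutant Fbw7 with reduced substrate affinity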
MITF inh = MITF inhibitors, primary screen, biochemical, AlphaScreen, human. AlphaScreen MITF homodimerization, bead proximity signal. inhibition, % at 2.6 µM. actives 0.91% (n = 650,000). AID 1259374, 2018; in the data active = inhibition above about 50%;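 note: 0% = vehicle wells with protein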
Target sequence (O75030 whole entry, looked up): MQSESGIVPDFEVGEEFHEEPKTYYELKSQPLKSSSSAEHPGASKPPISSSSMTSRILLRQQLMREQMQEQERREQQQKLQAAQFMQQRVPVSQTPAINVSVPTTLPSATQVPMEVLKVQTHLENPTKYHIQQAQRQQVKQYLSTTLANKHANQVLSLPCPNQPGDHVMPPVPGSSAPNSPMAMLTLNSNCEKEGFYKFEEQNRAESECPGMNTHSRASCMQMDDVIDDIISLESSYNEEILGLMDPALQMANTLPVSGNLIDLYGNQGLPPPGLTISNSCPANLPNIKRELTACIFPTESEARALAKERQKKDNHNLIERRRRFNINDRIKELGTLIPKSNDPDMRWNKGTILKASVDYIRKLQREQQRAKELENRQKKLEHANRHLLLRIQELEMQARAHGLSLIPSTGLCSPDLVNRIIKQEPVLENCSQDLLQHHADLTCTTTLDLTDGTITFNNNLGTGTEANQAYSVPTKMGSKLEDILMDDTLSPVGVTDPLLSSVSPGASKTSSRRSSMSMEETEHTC
GPR151 activ = activators of human GPR151, primary screen, cell-based, PathHunter beta-arrestin, luminescence | actives 1% (n = 650,000) | activation, % at 11.2 µM | PathHunter beta-arrestin GPR151 cells | G-protein coupled receptor 151 (Homo sapiens), Q8TDV0 | AID 1508602, 2020; in the data active = activation above about 4.9%;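 note: 0% = median of compound wells and 100% = cells with positive control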
Target sequence (Q8TDV0 whole entry, looked up): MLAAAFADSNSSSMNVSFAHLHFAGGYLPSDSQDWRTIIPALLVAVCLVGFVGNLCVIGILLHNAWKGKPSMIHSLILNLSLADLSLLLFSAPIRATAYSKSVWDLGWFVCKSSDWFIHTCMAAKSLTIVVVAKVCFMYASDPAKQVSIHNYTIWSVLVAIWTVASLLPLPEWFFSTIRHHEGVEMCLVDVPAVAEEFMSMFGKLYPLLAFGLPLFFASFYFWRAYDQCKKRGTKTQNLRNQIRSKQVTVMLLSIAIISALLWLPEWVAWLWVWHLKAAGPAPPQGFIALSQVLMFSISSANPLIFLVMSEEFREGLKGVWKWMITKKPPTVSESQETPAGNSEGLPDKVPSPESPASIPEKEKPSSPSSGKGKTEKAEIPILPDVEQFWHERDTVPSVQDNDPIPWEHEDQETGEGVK
Numbers without * were called inactive; nt = no result given; & = joins results of further samples.

| Molecule | FBW7 activator | TEAD-YAP inh | MITF inh | GPR151 activ |
| --- | --- | --- | --- | --- |
| COC(=O)c1ccc(C2C3=C(CC(c4ccc(C(C)(C)C)cc4)CC3=O)Nc3ccccc3N2C(=O)c2ccccc2Cl)cc1 (stereo unspecified) | 0.0 | -2 | 15 | -0.7 |
| C[C@@H](NC(=O)N[C@H]1C[C@H]2C(=O)N3CCC[C@@H]3C(=O)N2C1)c1ccccc1 | 0.1 | 11 | 23 | 1.4 |
| N#Cc1c(C(F)(F)F)cc(-c2ccccc2)nc1SCC(=O)Nc1nnc(-c2ccccc2)s1 | 0.0 | -1 | -5 | 0.4 |
| O=C1c2cc(S(=O)(=O)N3CCOCC3)ccc2-c2ccc(S(=O)(=O)N3CCOCC3)cc21 | 0.1 | 8 | 21 | 1.0 |
| Cn1c(SCCC(=O)O)nnc1-c1cccs1 | 0.0 | -4 | -6 | -4.3 |
| CCCNc1nc(-c2ccc(C(=O)N3CCN(C)CC3)cc2)nc2c1ncn2-c1ccsc1 | -0.1 | 23 | -9 | -0.2 |
| OCCNc1nc(N2CCN(c3ccccn3)CC2)nc2c1ncn2-c1ccccc1 | -0.1 | 42* | 0 | -1.3 |
| CC1(O)CC(c2ccccc2)=NN1C(=O)c1ccccc1[N+](=O)[O-] (stereo unspecified) | 0.1 | -4 | 7 | -0.3 |
| COc1cccc(NC(=O)CCN2CCCCCC2)c1 | 0.4 | 5 | 7 | 0.4 |
| O=c1c2ccccc2nc(SCc2ccc(OC(F)(F)F)cc2)n1CCN1CCOCC1 | -0.1 | -3 | 13 | 0.4 |
| COc1ccc(-c2csc(NC(=O)c3ccc(Br)o3)n2)cc1OC | 0.1 | -6 | 14 | 0.2 |
| COCc1cc(C)c2c(n1)sc1c2nnn2c3ccccc3nc12 | 0.1 | 8 | 9 | 0.5 |
| COC(=O)c1ccccc1NC(=O)COc1ccc(S(=O)(=O)NC(C)C)cc1C | 0.1 | 2 | -17 | 0.7 |
| CCN=C1NN=C(c2ccc(C)cc2)CS1 | -0.3 | 73* | 8 | 1.3 |
| C=CCn1c(=N)n(CCO)c2ccccc21 | 0.2 | -4 | -3 | -0.7 |
| COc1ccc(C2C(C(C)=O)=C(O)C(=O)N2CCO)cc1OC (stereo unspecified) | 0.0 | 12 | 12 | -0.3 |
| O=C(CSc1ccc2nnc(-c3ccccc3)n2n1)N1CCCCCC1 | 0.9 | 13 | 8 | -1.2 |
| CCCN1C2=NS(=O)(=O)CCN2c2ccccc21 | 0.0 | -5 | -17 | 1.3 |
| N#Cc1ccc(-c2csc(NC(=O)c3ccc(S(=O)(=O)N4CCCC4)cc3)n2)cc1 | 0.3 | 8 | 12 | -1.3 |
| CCOc1cc(CN2CCc3nnc(CNC(=O)c4ccccn4)n3CC2)ccc1O | -0.1 | 6 | -14 | -0.1 |
| COc1cccc(CNC(=O)c2cnc3ccc(-c4cn[nH]c4)cn23)c1 | 0.0 | 88* | 0 | -0.1 |
| CCN(CC)CC(C)CNC(=O)C1CCN(c2nc3ccc(OC)cc3s2)CC1 (stereo unspecified) | 0.1 | 10 | 1 | -0.3 |
| O=C(COC(=O)c1ccc([N+](=O)[O-])o1)c1cccc(C(F)(F)F)c1 | 0.9 | 8 | 4 | -0.6 |
| CCCOc1ccc(Cc2cnc(SC)nc2N)cc1 | 0.1 | 3 | 6 | 0.5 |
| CCOC1OC(=O)C(Cl)=C1Nc1ccccc1C (stereo unspecified) | 0.2 | 5 | 4 | 0.7 |
| COc1ccc(NC(=O)CC(C(=O)O)N2CCN(C)CC2)cc1 (stereo unspecified) | 0.0 | -6 | -3 | 1.8 |
| O=C(CSc1ncnc2c1c(-c1ccccc1)cn2-c1cccc(F)c1)c1ccccc1 | 0.1 | -1 | 8 | 0.0 |
| COc1ccc(-c2cnn3c(NCc4cccs4)ccnc23)cn1 | -0.5 | -14 | 3 | 1.9 |
| Cc1[nH]cnc1CN1CC[C@H]2[C@H](CCCN2C(=O)Cc2ccccc2F)C1 | 0.3 | 1 | -5 | -1.6 |
| CCOC(=O)C1=CN(Cc2ccc(Cl)cc2)C=C(C(=O)OCC)C1c1ccccc1Br | 0.0 | -8 | 5 | 0.3 |
| O=C(NN1C(=O)CCC1=O)C(O)c1ccccc1 (stereo unspecified) | 0.2 | -4 | 6 | 1.4 |
| Cc1cccc(Cn2c(NCCc3ccccc3)nc3c2c(=O)[nH]c(=O)n3C)c1 | 0.1 | -19 | 2 | -0.2 |
| O=C1N[C@@H](CO)C(=O)N2CCN(C(=O)c3cccc(Cl)c3)C[C@H]12 | 0.1 | 0 | 12 | 0.7 |
| CN1CCN(/N=C/c2ccc(-c3ccc([N+](=O)[O-])cc3)o2)CC1 | -0.1 | -30 | 4 | 0.6 |
| COc1cccc(CC(C2CCN(C(=O)C3CC=CCC3)CC2)N(C)C(=O)C2CC2)c1 (stereo unspecified) | -0.1 | -14 | -1 | 0.6 |
| CCOC(=O)c1cc2c(c(CSc3nc4cc(C(=O)OC)ccc4c(=O)n3CCN3CCOCC3)c1)OCOC2 | 0.2 | -1 | 20 | 0.7 |
| CCCN1CCN(C(=O)c2ccncc2)CC1 | 0.2 | 4 | 13 | 0.0 |
| COc1ccc(NC(=S)Nc2ccc(OC)cc2OC)c(OC)c1 | 0.4 | 8 | -4 | 0.5 |
| COc1ccccc1C(=O)Nc1ccccn1 | -0.1 | -39 | 0 | -3.9 |
| CCN(CC)C(=O)CN1CCC2(CC1)Nc1ccccc1-n1cccc12 | 0.0 | 1 | 6 | -0.1 |
| CC(C)N(C(=O)CSc1nnc(NC(=O)c2cccc(F)c2)s1)C(C)C | -0.1 | -1 | 5 | -0.9 |
| Cc1cc(Cl)ccc1NC(=O)C1CCCN1S(=O)(=O)c1ccc(Cl)cc1 (stereo unspecified) | -0.1 | -2 | -5 | -1.4 |
| CC(C)OC(=O)c1c(NC(=O)C(C)Oc2ccc(F)cc2)sc2c1CCCC2 (stereo unspecified) | 0.2 | 1 | -1 | -0.8 |
| CCOCC(=O)Nc1cccc(C(=O)OCC)c1 | -0.1 | 4 | -7 | 1.3 |
| CCc1ccc(C2C(C#N)=C(N)N(N(C)C)C3=C2C(=O)CC(c2ccccc2)C3)s1 (stereo unspecified) | -0.2 | 5 | 1 | -1.3 |
| CC(C)(C)C(=O)N1CCCC(c2ncncc2-c2ccncc2)C1 (stereo unspecified) | 0.3 | -3 | 15 | -1.5 |
| CCOC(=O)C(C)Sc1nnc(CSc2ncccn2)n1-c1ccccc1 (stereo unspecified) | -0.1 | 1 | -3 | -0.8 |
| COc1cccc(/C=N/NC(=O)c2cccc(NC(=O)c3ccccc3Cl)c2)c1O | -0.1 | 4 | 15 | 1.2 |
| COc1cc(C)ccc1NC(=O)CC12CC3CC(C1)CC(CC(=O)Nc1ccc(C)cc1OC)(C3)C2 | 0.1 | -6 | -5 | 1.1 |
| COc1ccc2nc3cccc(OC)c3nc2c1 | 0.1 | -30 | -3 | -3.3 |
| Cc1ccc(Oc2cccc(NC(=O)/C=C/c3ccco3)c2)nn1 | -0.2 | -41 | 5 | -6.2 |
| CN(C(=O)COC(=O)c1cc(Cl)cc(Cl)c1N)c1ccccc1 | 0.1 | -7 | 8 | 1.7 |
| COc1cc(S(=O)(=O)N(C)C2CCCCC2)c(C)cc1C | 0.3 | 7 | -1 | 0.9 |
| O=[N+]([O-])c1ccc(/C=N/Nc2nc(-c3ccc4c(c3)OCCO4)cs2)cc1 | 0.1 | -1 | 11 | 4.0 |
| CCC1(Cc2ccccc2)NC(=O)c2ccccc2O1 (stereo unspecified) | 0.0 | 7 | 4 | 0.3 |
| COc1ccc(N2C(=O)C(Cl)=C(N3CCCC3)C2=O)cc1 | -0.1 | 4 | 2 | 0.2 |

(next part)
| Molecule | FBW7 activator | TEAD-YAP inh | MITF inh | GPR151 activ |
| --- | --- | --- | --- | --- |
| CCCCCC1CCC(C2CCC(C(=O)Oc3ccc(OCCCC)c(Cl)c3Cl)CC2)CC1 (stereo unspecified) | -0.1 | 3 | 1 | -1.6 |
| COc1ccc(-c2cc(-c3ccccc3)nc(SC)c2C#N)cc1 | -0.1 | 2 | -10 | -1.0 |
| CSCCCNC1CCN(c2ccc(C(=O)N3CCc4ccccc4C3)cc2)CC1 | -0.1 | -3 | -2 | 0.0 |
| Cc1cccc(-n2nnc3c(=O)n(CC(=O)N4CCCc5ccccc54)cnc32)c1 | 0.0 | 16 | 11 | 0.4 |
| COc1cccc(CC(=O)N2CCc3nc(COc4ccccc4)c4c(c3C2)CO[C@@H](C)C4)c1 | -0.2 | nt | -11 | 4.4 |
| O=C(CCN1CCOCC1)Nc1ccc2c(c1)CCC2 | 0.5 | -8 | -6 | -1.7 |
| CC(C)N(CCO)C(=O)c1cnc2scc(-c3ccccc3)n2c1=O | 0.0 | -2 | 4 | -0.1 |
| CCC(=O)N1CCN(c2ccc(Cl)cc2NC(=O)c2ccc([N+](=O)[O-])cc2)CC1 | 0.4 | -4 | -2 | -1.4 |
| O=C(COC(=O)c1ccc(S(=O)(=O)NCc2ccco2)cc1)c1ccc(F)cc1 | 0.3 | 3 | 8 | 0.0 |
| CS(=O)(=O)N1CCCC(C(=O)Nc2ccc(Br)cc2F)C1 (stereo unspecified) | 0.0 | -15 | 13 | -0.9 |
| CC(NS(=O)(=O)c1ccc(OC(F)F)cc1[N+](=O)[O-])c1ccccc1 (stereo unspecified) | 0.4 | 4 | 16 | -0.5 |
| COc1cc(OC)c(-n2c(C)cc(/C=C3/C(=N)N4C=CSC4=NC3=O)c2C)cc1Cl | 0.0 | -1 | -7 | -0.6 |
| Cc1c(NC(=O)CN2C(=O)c3ccccc3C2=O)c(=O)n(-c2ccccc2)n1C | 0.3 | -3 | 0 | -0.1 |
| CN(Cc1ccccc1)S(=O)(=O)c1cc(Br)cc2c1N(C(=O)C1CC1)CC2 | 0.2 | 10 | 14 | 0.9 |
| NC(=O)Cn1c(=O)sc2ccccc21 | 0.2 | 9 | -3 | -0.6 |
| COc1ccc(-n2cc(C(=O)N3CCCCC3C)c3ccccc3c2=O)cc1 (stereo unspecified) | -0.1 | -5 | 8 | 0.1 |
| CCCCCC(C)NC(=O)c1ccco1 (stereo unspecified) | 0.0 | 9 | 33 | -1.1 |
| CCCCOc1ccc(C(=O)Nc2scc(C3COc4ccccc4O3)c2C(=O)OCC)cc1OC (stereo unspecified) | 0.0 | 4 | 10 | 2.0 |
| Cc1ccc(NC(=O)CSc2ccc(C(=O)O)cn2)cc1C | -0.2 | -2 | 6 | 0.1 |
| CC1Oc2ccc(Br)cc2C2CC(c3ccccc3)=NN12 (stereo unspecified) | -0.2 | -21 | 11 | -0.4 |
| COc1cc(/C(C#N)=C/c2ccccc2F)c([N+](=O)[O-])cc1OC | 0.1 | -2 | 5 | 0.4 |
| COc1ccc(OCCCC(=O)Nc2ccc(OC)c(OC)c2)cc1 | 0.8 | 1 | 15 | 0.5 |
| Cc1c(CNCc2ccc(OC(C)C)cc2)c(C(=O)O)c(C)n1Cc1ccccc1 | 0.4 | 13 | 17 | 1.8 |
| CCOC(=O)c1c(NC(=O)c2cc([N+](=O)[O-])ccc2N2CCCCCC2)sc(C)c1C | 0.0 | 5 | 2 | 0.8 |
| CCCC1=NN2C(=N)/C(=C/c3ccc(OCCOc4ccc(C)c(C)c4)c(OC)c3)C(=O)N=C2S1 | 0.2 | 4 | 20 | -0.8 |
| CS(=O)(=O)c1ccc(C2=C(c3ccccc3)C(=O)OC2)cc1 | 0.0&0.3&-0.1 | -3&8 | 3&22&1 | -3.2&0.4&-0.1 |
| COC(=O)c1ccc(CSC2=NCCS2)cc1 | 0.7 | -48 | -10 | 1.3 |
| Cc1cc(C(=O)OCC(=O)Nc2nc3c(F)c(F)c(F)cc3s2)c(C)o1 | -0.1 | -14 | -15 | 2.3 |
| Cc1cncn1CCc1nc2c3ccccc3nc(=S)n2[nH]1 | -0.2 | -4 | -7 | -0.3 |
| CCN(Cc1ccccc1)Cc1ccc(N(C)C)cc1 | -0.1 | -2 | 3 | 0.3 |
| COc1ccc(C2=N/C(=C/c3c(OC)ccc4ccccc34)C(=O)O2)cc1Br | 0.2 | -4 | 12 | 0.0 |
| CCCS(=O)(=O)c1nnnn1-c1cccc(OC)c1 | -0.2 | 6 | -7 | -0.4 |
| NC(=O)C1CCN(C(=O)CN(c2ccc(Cl)cc2)S(=O)(=O)c2ccccc2)CC1 | -0.3 | -4 | -1 | 4.5 |
| O=C(Nc1ccc(OC(F)(F)F)cc1)c1ccc(N2CC3CC(C2)c2cccc(=O)n2C3)c(NC(=O)c2cccs2)c1 (stereo unspecified) | -0.1 | 11 | 7 | 0.9 |
| CCOC(=O)N1CCN(C(=O)CSc2nc(-c3ccccc3)ns2)CC1 | 0.0 | 2 | -7 | 0.6 |
| c1ccc(-c2cn3c(n2)SCC3)cc1 | 0.0 | -20 | 11 | -0.5 |
| Cc1nn(-c2ccc(C(=O)O)cc2)c(N)c1-c1ccccc1 | -0.1 | -50 | -3 | 0.4 |
| Cc1cc(Cl)ccc1NC(=O)CCC(=O)N/N=C/c1ccc(N(C)C)cc1 | 0.1 | 28 | 2 | 1.0 |
| Cc1ccc2cc3c(N)c(C(N)=O)sc3nc2c1C | 0.2 | -46 | 10 | -0.9 |
| Cc1ccc(OCC(=O)Nc2ccc(S(N)(=O)=O)cc2)cc1 | -0.1 | -3 | -1 | 0.6 |
| Cc1ccc(S(=O)(=O)Nc2cc(C(C)C)c(O)cc2C)cc1 | 0.0 | 10 | 10 | 1.6 |
| Cc1cc(S(=O)(=O)N2CCN(c3ccc(-c4cccs4)nn3)CC2)ccc1F | 0.0 | 8 | -13 | -0.7 |
| O=C1C2C3C=CC(C4CC34)C2C(=O)N1c1ccccc1Cl (stereo unspecified) | 0.0 | 4 | 8 | 2.5 |
